Vif-A3F inh – Vif-A3F binding inhibition. HeLa A3F-eYFP + Vif (tagged APOBEC3F with the HIV-1 protein that degrades it), YFP fluorescence increase. AID 602313. hit rate 0.2% among 390,000. Potency, µM (series often up to 46.1 µM), inactives show top-dose activity, negative = active; note: potency is the fitted concentration of half-maximal effect; % of control where 0% means no effect; nearly all actives have a fitted effect of over 65% in size
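Fluorescence increase (Ex 488/Em 500-530) after overnight compound treatment at 37 deg C flags inhibition of Vif-driven A3F-eYFP loss in stable HeLa A3F-eYFP/Vif cells seeded overnight beforehand.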
Vif-A3G inh – inhibitors of Vif-APOBEC3G interaction. Q9HC16. HeLa A3G-eYFP + Vif (tagged APOBEC3G with the HIV-1 protein that degrades it), YFP fluorescence, overnight. Potency, µM (doses to about 46.1 µM), for the others: at the highest dose activity, negative = active, usual class: inhibitors. hit rate 0.076% among 410,000;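 note: potency is the fitted concentration of half-maximal effect; % is set by controls: 0 for no effect and ±100 for the full control effect; nearly all actives have a fitted effect of over 60% in size; hits raise eYFP signal because A3G escapes Vif-driven loss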
Target sequence (Q9HC16 whole entry, looked up): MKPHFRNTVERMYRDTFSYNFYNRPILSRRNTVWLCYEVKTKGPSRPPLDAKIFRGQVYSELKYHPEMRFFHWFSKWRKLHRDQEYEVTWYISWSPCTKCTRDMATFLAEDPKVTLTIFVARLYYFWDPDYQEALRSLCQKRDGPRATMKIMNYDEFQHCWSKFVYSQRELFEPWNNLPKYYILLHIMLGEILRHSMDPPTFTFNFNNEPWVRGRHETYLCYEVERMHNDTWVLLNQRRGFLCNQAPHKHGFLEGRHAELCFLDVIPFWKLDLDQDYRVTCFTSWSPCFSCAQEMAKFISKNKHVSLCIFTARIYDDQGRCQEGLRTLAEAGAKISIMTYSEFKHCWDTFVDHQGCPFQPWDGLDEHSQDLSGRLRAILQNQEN
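Read-out is eYFP fluorescence (Ex 488/Em 500-530) from Vif-expressing HeLa A3G-eYFP cells; more signal means A3G escaped Vif-mediated degradation. Cells plated overnight, compound pinned in, incubated overnight at 37 deg C.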
Glioma ERSR ind – ER stress response induction in glioma | Potency, µM, inactives show top-dose activation, hits mostly activators | hit rate 0.02% among 420,000 | AID 602332 | U87-MG GRP78 promoter luciferase reporter, 16 h; note: potency is the fitted concentration of half-maximal effect; series mostly up to about 76 µM; % of control where 0% means no effect; nearly all actives have a fitted effect of over 35% in size
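ERSR induction read as luciferase luminescence (Bright-Glo, 10 min at room temperature) in stably transfected human U87-MG glioma cells exposed to compounds for 16 h, using GRP78 as sensor.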
USP1-UAF1 inh – blocks the human USP1/UAF1 deubiquitinase complex | O94782 | recombinant USP1/UAF1, Ub-Rhodamine cleavage fluorescence | Potency, µM (highest dose often 57.1 µM), without a hit: top-dose activity change, negative = inhibition, most hits filed as inhibitors | hit rate 0.23% among 390,000 | AID 743255; note: potency is the fitted concentration of half-maximal effect; % is set by controls: 0 for no effect and ±100 for the full control effect; nearly all actives have a fitted effect of over 60% in size; inactives centre near -12
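USP1/UAF1 complex at 1 nM was preincubated with compound for 15 min at room temperature, then Ub-Rho substrate (150nM final) was added. Fluorescence (480/540 nm) was read kinetically, 6 reads every 60 seconds.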
RGS4 inh – blocks human RGS4-accelerated GTP hydrolysis. P49798. Transcreener GDP fluorescence polarization, RGS4-accelerated GTP hydrolysis. Potency, µM (doses to about 114 µM), without a hit: at the highest dose activity change, negative = inhibition, hits mostly inhibitors. hit rate 0.039% among 390,000; note: potency is the fitted concentration of half-maximal effect; % is set by controls: 0 for no effect and ±100 for the full control effect; nearly all actives have a fitted effect of over 75% in size; some results filed as inactive show a strong effect at the top dose
Target sequence (P49798 whole entry, looked up): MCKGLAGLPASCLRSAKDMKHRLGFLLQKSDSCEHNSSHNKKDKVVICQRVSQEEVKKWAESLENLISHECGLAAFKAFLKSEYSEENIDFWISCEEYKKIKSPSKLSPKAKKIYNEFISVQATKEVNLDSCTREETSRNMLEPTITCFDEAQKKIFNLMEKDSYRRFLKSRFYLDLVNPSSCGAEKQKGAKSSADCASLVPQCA
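MLSMR compounds (23 nl, pin-transferred) preincubated 10 min at room temperature with a 500nM (2x) first reagent, then RGS4 at 900nM (2x) plus Transcreener GDP mix added; fluorescence polarization (620/688 nm) read before and after 90 min at 30 °C.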
TrxR1 inh – inhibitors of rat thioredoxin reductase 1; O89049; recombinant rTrxR1, NADPH fluorescence consumption, selenite substrate; Potency, µM (highest dose often 114 µM), for the others: at the highest dose activity change, negative = inhibition, actives largely listed as inhibitors; hit rate 1% among 390,000; AID 588453; note: potency is the fitted concentration of half-maximal effect; % is set by controls: 0 for no effect and ±100 for the full control effect; nearly all actives have a fitted effect of over 65% in size
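Rat TrxR1 (90 nM in the dispensed reagent) was pre-reduced with 400 uM NADPH for 5 min at room temperature, then incubated with compound for 15 min. After 400 uM selenite was added, NADPH fluorescence (Ex 340/Em 450 nm) was followed for 8 min.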
LDHA inh – blocks human lactate dehydrogenase A. P00338. activity change, % (values are at about 110 or 230 µM). AID 1347041. hit rate 0.15% among 480,000. purified LDHA, NADH/diaphorase-resazurin fluorescence; active compounds read low; in the data active = activity change below about -30%; inconclusive = mostly about -25% to -30%;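 note: plate controls were DMSO wells for no effect and wells without enzyme for full effect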
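Human LDH5 at 2 nM final in Tris HCl pH 7.4 with 0.06 mM NADH and 0.2 mM pyruvate, reacted 5 minutes at room temperature. Remaining NADH coupled via diaphorase/resazurin; resorufin fluorescence read at 0 and 20 minutes, normalized to enzyme-free and DMSO wells.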
mIDH1 inhibitor – human IDH1 R132H inhibition; Potency, µM (highest dose often 76.6 µM), without a hit: at the highest dose activity change, negative = inhibition, most hits filed as inhibitors; hit rate 0.093% among 390,000; O75874; AID 602179; IDH1-R132H enzyme, NADPH consumption, diaphorase/resazurin fluorescence; note: potency is the fitted concentration of half-maximal effect; % is set by controls: 0 for no effect and ±100 for the full control effect; nearly all actives have a fitted effect of over 65% in size
Target sequence (O75874 whole entry R132H, stated change not applied): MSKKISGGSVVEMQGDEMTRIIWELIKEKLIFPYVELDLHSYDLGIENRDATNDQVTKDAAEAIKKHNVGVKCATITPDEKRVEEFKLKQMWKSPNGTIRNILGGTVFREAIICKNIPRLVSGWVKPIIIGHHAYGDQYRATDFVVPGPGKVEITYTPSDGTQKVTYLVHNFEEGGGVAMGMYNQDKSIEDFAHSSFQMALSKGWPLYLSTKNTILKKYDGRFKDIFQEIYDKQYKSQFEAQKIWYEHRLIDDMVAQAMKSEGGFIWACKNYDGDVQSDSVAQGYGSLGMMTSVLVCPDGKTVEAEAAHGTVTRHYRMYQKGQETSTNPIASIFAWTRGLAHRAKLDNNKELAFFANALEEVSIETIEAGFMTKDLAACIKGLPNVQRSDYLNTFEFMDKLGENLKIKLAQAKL
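IDH1-R132H (0.5 ug/mL) preincubated 30 min with compound, then NADPH (0.016 mM) and alpha-KG (2 mM) added; 80 min at RT, pH 7.5. Remaining NADPH coupled via diaphorase/resazurin to fluorescence (540/590 nm); concentration-response curves normalized to no-enzyme control.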
TrxR1 substrate – is turned over as a substrate by rat TrxR1 | AID 588456 | Potency, µM (highest dose often 114 µM), for the others: top-dose activity change, negative = substrate turnover | purified TrxR1 substrate turnover, NADPH consumption readout | O89049 | hit rate 0.01% among 390,000; note: potency is the fitted concentration of half-maximal effect; % is set by controls: 0 for no effect and ±100 for the full control effect; nearly all actives have a fitted effect of over 50% in size
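Rat TrxR1, dispensed at 90 nM, was prereduced with 400 uM NADPH (final) for 5 min at ~22 deg C, then incubated with compound 15 min before 400 uM selenite. A first-read NADPH fluorescence drop versus no-compound background flagged substrates.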
The depositor's hits bear a star; ? = inconclusive; · = not tested or not shown; & = joins results of further samples; [ ] = remark or other dose. Unless noted, calls come from the whole dose curve; as a rule, active = well fitted curve in the direction sought with a large enough effect; inconclusive = small, poorly fitted or top-dose-only effect, or another doubt; inactive = no such curve, though single readings can be large; an effect the other way counts as inactive or inconclusive. This is a subset; rates above refer to the full screens.

1) Cc1ccc(-c2nc(CS(=O)CC(=O)NCCc3ccc(Cl)cc3)c(C)o2)cc1 (stereo not given)
2) O=C(CCc1ccccn1)N1CCCC(Nc2ccc(F)cc2)C1 (stereo not given)
3) C#CCOCCOCCOCCNc1nc(N2CCN(C(=O)CCCCCCCCCCNC(=O)[C@H](CCCCN)n3cc(CCCC(=O)O)nn3)CC2)nc(N2CCN(C(=O)CCCCCCCCCCNC(=O)[C@H](CCCN=C(N)N)n3cc(C[C@@H](C)CC)nn3)CC2)n1
4) Cc1ccc(C(=O)N2CCCC2)cc1S(=O)(=O)N1CCCCC1
5) CCN1CCN(C(=O)c2[nH]c3ccc(OC)cc3c2C)CC1
6) OC1CCCN(Cc2c3ccccc3cc3ccccc23)C1 (stereo not given)

entry no. | 1 | 2 | 3 | 4 | 5 | 6
Vif-A3F inh | -9% | -1% | 2% | -6% | 4% | -2%
Vif-A3G inh | 3% | -1% | -14% | -1% | 2% | 1%
Glioma ERSR ind | 1% | -1% | -9% | -1% | -2% | -2%
USP1-UAF1 inh | -9% | -18% | -26% | -7% | -6% | -5%
RGS4 inh | -42% | -15% | ? | 4% | 12% | -8%
TrxR1 inh | 19% | 15% | 36%[57.1 µM] | -10% | 12% | 50%[activator]
LDHA inh | -13 | -5 | 4 | -2&2 | -6 | 2
mIDH1 inhibitor | -11% | 14% | 10% | 0% | -9% | 7%
TrxR1 substrate | 7% | 5% | -11%[57.1 µM] | -3% | 8% | 65%[activator][57.1 µM]

7) CCn1c(SC(C)C(=O)O)nc2sc3c(c2c1=O)CCC3 (stereo not given)
8) O=C1C2CCCN2C(c2ccc(Cl)cc2)N1c1nccs1 (stereo not given)
9) CCOc1ccccc1C(=O)Nc1nnc(SCC(=O)N2CCCC2)s1
10) O=C1CN(c2nc(-c3ccccc3)c3cc(Cl)ccc3n2)c2ccccc2N1
11) Cc1ccc2c(CC(=O)Nc3ccc(S(=O)(=O)N4CCC(C)CC4)cc3)coc2c1
12) COC(=O)c1ccc(Cn2nnc3c(=O)[nH]c(C4CCCN(S(=O)(=O)c5ccccc5)C4)nc32)cc1 (stereo not given)

entry no. | 7 | 8 | 9 | 10 | 11 | 12
Vif-A3F inh | -3% | · | -1% | ? | 0% | 11%&-5%
Vif-A3G inh | -3% | 1% | -2% | 0% | -1% | -6%&1%
Glioma ERSR ind | -6% | -4% | -5% | -1% | -6% | -1%&-2%
USP1-UAF1 inh | -11% | -25% | ? | -7% | -22% | -27%&-14%
RGS4 inh | -39% | 1% | · | -18% | -17% | -8%&9%
TrxR1 inh | -2%[57.1 µM] | 16% | · | -1% | 12% | 0%&16%
LDHA inh | -5 | -3 | 1 | -1 | 1 | -2&2
mIDH1 inhibitor | 5% | 5% | 9% | 5% | -11% | -6%&-7%
TrxR1 substrate | 5%[57.1 µM] | 4% | · | -6% | -3% | -3%&2%

13) Cc1cccc(N(CC(=O)N(C)Cc2ccccc2)S(=O)(=O)c2ccccc2)c1C
14) COc1cc2c(C(=O)O)c(C)n(CC(C)C)c2c2ccccc12
15) CC1CC(C)CN(c2ccc(C(=O)NCc3ccc4c(c3)OCO4)cc2[N+](=O)[O-])C1 (stereo not given)
16) COC(=O)c1ccc(-c2nc3ccc(C)cc3o2)cc1
17) CCOC(=O)c1cnc2cc(-c3ccc(Cl)cc3)nn2c1N
18) COc1ccc(S(=O)(=O)NCC(c2ccc(N(C)C)cc2)N2CCOCC2)cc1 (stereo not given)

entry no. | 13 | 14 | 15 | 16 | 17 | 18
Vif-A3F inh | 6% | 4% | 0% | -2% | 0% | 0%
Vif-A3G inh | 4% | -6% | 3% | ? | 1% | 3%
Glioma ERSR ind | -4% | -6% | -4% | -9% | 2% | -3%
USP1-UAF1 inh | -29% | -5% | -21% | 0% | 4% | -4%
RGS4 inh | -23% | 25% | 5% | -8% | 4% | -41%
TrxR1 inh | 15% | 6% | 25%[11.4 µM] | 32%[activator][57.1 µM] | 31% | -16%[57.1 µM]
LDHA inh | 6 | -8 | -5 | -1 | -4 | 0
mIDH1 inhibitor | 7% | 18% | -3% | 0% | -3% | -11%
TrxR1 substrate | -2% | 18% | -1% | 89%[activator][57.1 µM] | -3% | -4%[57.1 µM]

19) CC(C)(C)c1ccc(C(=O)N2CC(=O)Nc3ccc(F)cc3C2c2ccc(F)cc2)cc1 (stereo not given)
20) CC(=O)c1ccc(N2CCN(S(=O)(=O)c3c(C(=O)N4CCCC4)c(C)n(C)c3C)CC2)cc1
21) CCN(CC)C(=O)N1CCN(S(=O)(=O)c2ccc(C)cc2)CC1
22) N#CC1=C(N)N(c2ccccc2)C(c2ccco2)C1(C#N)C#N (stereo not given)
23) Cn1nc(C(F)(F)F)c(C(=O)Nc2ccc(C(F)(F)F)cc2)c1Cl
24) O=C(CSc1ccc([N+](=O)[O-])cc1)Nc1cccc(S(=O)(=O)Nc2ccccc2F)c1

entry no. | 19 | 20 | 21 | 22 | 23 | 24
Vif-A3F inh | -8% | -10% | -8% | 3% | -1% | 1%
Vif-A3G inh | -3% | -3% | -4% | -1% | 1% | 3%
Glioma ERSR ind | 1% | 3% | -4% | -4% | -1% | -2%
USP1-UAF1 inh | -12% | -18% | -13% | 0% | -14% | -10%
RGS4 inh | 7% | 2% | -4% | -10% | 30% | ?
TrxR1 inh | 8% | 8% | 2%[57.1 µM] | -3%[57.1 µM] | 1% | -8%
LDHA inh | 0 | -4 | 1 | -6 | 4 | 0
mIDH1 inhibitor | 0% | -7% | 3% | -4% | 7% | -7%
TrxR1 substrate | -11% | -7% | 6%[57.1 µM] | 16%[57.1 µM] | -15% | -6%

25) CC(Oc1ccc(Cl)cc1Cl)C(=O)Nc1ccc(OCC(=O)O)cc1 (stereo not given)
26) CCc1nnc(NC(=O)OCc2ccccc2)s1
27) CCc1ccc(OCC(=O)O/N=C(\N)c2ccccn2)cc1
28) Oc1[nH]c2ccccc2c1/C=N/c1nccs1
29) COc1ccc(CCn2c3c(c(=O)[nH]c2=S)CN(CC(C)C)CN3)cc1OC
30) Cn1nnnc1SCC1=C(C(=O)O)N2C(=O)[C@@H](NC(=O)[C@H](O)c3ccccc3)[C@H]2SC1

entry no. | 25 | 26 | 27 | 28 | 29 | 30
Vif-A3F inh | -9% | -1% | 7% | -5% | · | 2%
Vif-A3G inh | -2% | -1% | 1% | -6% | · | -2%
Glioma ERSR ind | -1% | 2% | -4% | 0% | · | 1%
USP1-UAF1 inh | -28% | -2% | -17% | -20% | · | 4%
RGS4 inh | 4% | 14% | -8% | 17%[11.4 µM] | -21% | 13%
TrxR1 inh | 16% | 9% | 16% | 9%[57.1 µM] | ? | -13%
LDHA inh | -8 | -1 | 0 | -5 | 0 | -12
mIDH1 inhibitor | -11% | 3% | 0% | 10% | · | -1%
TrxR1 substrate | 5%[57.1 µM] | 3% | 1% | -13% | -9% | 3%

Next section; the last three above are carried over.
28) Oc1[nH]c2ccccc2c1/C=N/c1nccs1
29) COc1ccc(CCn2c3c(c(=O)[nH]c2=S)CN(CC(C)C)CN3)cc1OC
30) Cn1nnnc1SCC1=C(C(=O)O)N2C(=O)[C@@H](NC(=O)[C@H](O)c3ccccc3)[C@H]2SC1
31) Cc1nnc(NC(=O)c2ccc(S(=O)(=O)N3CC(C)OC(C)C3)cc2)o1 (stereo not given)
32) C=CCNC(=O)/C(C#N)=C/c1c(N2CC(C)OC(C)C2)nc2ccccn2c1=O (stereo not given)
33) Oc1ccc(/C=N/N2CCCCC2)c(O)c1O
34) CCc1ccc(S(=O)(=O)c2nnn3c2nc(NCc2cccs2)c2sccc23)cc1
35) O=C(CN1CCOCC1)Nc1ccc(NC(=O)c2ccccc2F)cc1
36) COc1ccc(NC(=O)c2c(C)oc3ccc(O)c(CN4CCOCC4)c23)cc1

entry no. | 28 | 29 | 30 | 31 | 32 | 33 | 34 | 35 | 36
Vif-A3F inh | -5% | · | 2% | 6% | 13% | ? | 8% | 0% | 2%
Vif-A3G inh | -6% | · | -2% | -1% | 0% | -1% | -1% | -1% | -29%
Glioma ERSR ind | 0% | · | 1% | -5% | -3% | -4% | -5% | -4% | -4%
USP1-UAF1 inh | -20% | · | 4% | -9% | -19% | ? | ? | -13% | -13%
RGS4 inh | 17%[11.4 µM] | -21% | 13% | -20% | -3% | -45% | 9% | 4% | 3%
TrxR1 inh | 9%[57.1 µM] | ? | -13% | -3% | -12%[57.1 µM] | -16% | 58%[activator] | -18% | 12%
LDHA inh | -5 | 0 | -12 | 3 | -4 | 38 | -2 | -7 | 3
mIDH1 inhibitor | 10% | · | -1% | 0% | 2% | 13% | 0% | 2% | 0%
TrxR1 substrate | -13% | -9% | 3% | -10% | 55% | -13% | 19% | -8% | 1%

Pulled by compound from the entries so far (2):
35) O=C(CN1CCOCC1)Nc1ccc(NC(=O)c2ccccc2F)cc1
31) Cc1nnc(NC(=O)c2ccc(S(=O)(=O)N3CC(C)OC(C)C3)cc2)o1 (stereo not given)

entry no. | 35 | 31
Vif-A3F inh | 0% | 6%
Vif-A3G inh | -1% | -1%
Glioma ERSR ind | -4% | -5%
USP1-UAF1 inh | -13% | -9%
RGS4 inh | 4% | -20%
TrxR1 inh | -18% | -3%
LDHA inh | -7 | 3
mIDH1 inhibitor | 2% | 0%
TrxR1 substrate | -8% | -10%
